DNMT1 inh: blocks human DNA methyltransferase DNMT1 | P26358 | DNMT1 molecular beacon, Hinp1I cleavage, fluorescence | inhibition (reported as % activation of signal), % at 10 µM | 360,000 compounds, 0.83% hits; in the data active = inhibition above about 50%
Target sequence (P26358 504-1616 limits assumed): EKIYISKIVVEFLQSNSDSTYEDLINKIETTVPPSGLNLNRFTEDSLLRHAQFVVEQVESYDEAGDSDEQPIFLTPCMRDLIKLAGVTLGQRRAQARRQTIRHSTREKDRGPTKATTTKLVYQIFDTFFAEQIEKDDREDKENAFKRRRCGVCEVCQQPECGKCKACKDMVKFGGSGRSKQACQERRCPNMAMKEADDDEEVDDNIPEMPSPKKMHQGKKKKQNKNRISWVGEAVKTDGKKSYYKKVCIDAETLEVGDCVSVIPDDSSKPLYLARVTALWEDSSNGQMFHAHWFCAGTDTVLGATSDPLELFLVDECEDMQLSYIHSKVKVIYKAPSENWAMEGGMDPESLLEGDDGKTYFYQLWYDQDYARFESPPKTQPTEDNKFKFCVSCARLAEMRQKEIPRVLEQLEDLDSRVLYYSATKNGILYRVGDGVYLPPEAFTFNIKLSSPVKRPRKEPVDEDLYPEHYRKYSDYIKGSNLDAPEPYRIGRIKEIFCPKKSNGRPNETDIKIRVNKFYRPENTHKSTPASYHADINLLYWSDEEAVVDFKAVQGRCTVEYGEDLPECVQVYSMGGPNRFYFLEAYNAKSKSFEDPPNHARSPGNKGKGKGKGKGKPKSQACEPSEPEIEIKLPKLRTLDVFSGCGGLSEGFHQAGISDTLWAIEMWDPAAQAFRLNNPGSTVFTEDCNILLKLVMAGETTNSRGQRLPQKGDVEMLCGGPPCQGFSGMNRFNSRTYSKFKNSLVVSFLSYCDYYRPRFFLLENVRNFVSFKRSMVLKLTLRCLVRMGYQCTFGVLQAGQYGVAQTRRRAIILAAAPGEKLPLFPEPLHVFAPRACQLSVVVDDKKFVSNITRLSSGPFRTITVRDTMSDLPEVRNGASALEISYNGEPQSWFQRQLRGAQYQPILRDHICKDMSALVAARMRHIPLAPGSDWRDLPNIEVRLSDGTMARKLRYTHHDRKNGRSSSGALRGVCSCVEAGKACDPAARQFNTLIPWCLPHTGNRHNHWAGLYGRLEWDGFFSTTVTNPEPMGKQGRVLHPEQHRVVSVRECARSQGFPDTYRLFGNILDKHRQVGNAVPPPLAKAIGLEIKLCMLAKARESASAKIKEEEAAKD
CSN inh: inhibitors of human CSN-mediated cullin deneddylation | inhibition, % at 12.5 µM | Purified CSN, SCF-Nedd8-OG deneddylation, fluorescence polarization | Q92905 | AID 651999 | 360,000 compounds, 0.38% hits;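 active = pattern-corrected inhibition above about 35%, with an unprinted fluorescence ratio check between 0.5 and 1.5, limit read from the data, passing the limit was not always enough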;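 also: 0% = enzyme with substrate and 100% = substrate without enzyme; some results filed as inactive read as strong as hits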
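Test system: Human Csn5 produced in HEK293T cells | Compound: 12.5 µM single point | Times: 90 min, room temperature | Signal: Fluorescence polarization readout | Read-out basis: % inhibition of substrate cleavage by Csn5 | Controls: no-enzyme wells high, enzyme-with-substrate wells low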
STEP block: blocks human striatal-enriched tyrosine phosphatase. 360,000 compounds, 0.25% hits. inhibition, % at 20 µM. P54829. recombinant STEP, OMFP fluorogenic substrate, fluorescence. AID 588621;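 active = inhibition at 20 µM, scaled per plate between control wells, above about 37%, limit read from the data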;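 also: 0% = DMSO with enzyme and substrate and 100% = substrate only without enzyme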
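Measure: Control-normalized % inhibition with plate pattern correction | Test system: STEP phosphatase, cell-free reaction | Medium: pH 6.0 Bis-Tris with DTT and Tween 20 | Technique: Fluorescence, 480/540 nm | Times: Reaction 20 min, ambient temperature | Doses: Single compound dose of 20 µM, 1% DMSO final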
Rin1-Abl PPI inh: blocks binding of human Rin1 to Abl. AID 588664. 360,000 compounds, 0.4% hits. TR-FRET Rin1/Abl binding, biochemical. inhibition, % at 7.35 µM; in the data active = inhibition above about 5%, passing the limit was not always enough
SUMO1-SIM PPI: modulators of human SUMO1-mediated protein-protein interactions; P63165; SUMO1 binding to a labelled peptide, TR-FRET, 1 h; inhibition, % at 20 µM; 360,000 compounds, 0.33% hits; in the data active = inhibition above about 37%
Neddyl block: inhibitors of human cullin neddylation; calls only at 25 µM; 360,000 compounds, 0.58% hits; P61081+Q13564; TR-FRET cullin neddylation, biochemical; in the data active = inhibition above about 36%
Scp-1 inhibitor: inhibitors of human Scp-1 phosphatase | 340,000 compounds, 0.88% hits | Q9GZU7 | Recombinant Scp1, phosphopeptide, malachite green phosphate absorbance | AID 493091 | inhibition, % at 20 µM;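 active = inhibition above about 50% at 20 µM, limit read from the data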;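 also: plate controls were DMSO wells with enzyme for no effect and wells lacking enzyme for full effect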
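Incubation: 45 min enzyme reaction at room temperature / System: truncated SCP-1 phosphatase (76-261aa) / Reagent: Phospho 17-mer peptide substrate / Buffer or medium: Acidic Tris acetate buffer with magnesium and detergent / Signal: absorbance at 630 nm / Doses: one concentration, 20 µM, with 1.0% DMSO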
NadD inh: inhibitors of Staphylococcus aureus NadD; purified NadD enzyme, colorimetric absorbance read-out; 360,000 compounds, 0.78% hits; inhibition, % at 20 µM; in the data active = inhibition above about 26%; also: some compounds past the cut are filed as inactive
LMPTP inh: blocks human LMPTP phosphatase; P24666; inhibition, % at 20 µM; AID 651560; recombinant LMPTP-A, OMFP fluorogenic substrate, fluorescence intensity; 360,000 compounds, 0.22% hits;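 active = compounds that cut the enzyme signal by at least half of the control window in the single-dose screen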;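 also: plate controls were DMSO wells with enzyme plus substrate for no effect and substrate without enzyme for full effect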
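Assay system: LMPTP-A enzyme. Input: 0.625 nM LMPTP-A final. Probe or stimulus: 400 µM OMFP. Compound dosing: single 20 µM dose. Schedule: 50 min dark incubation at room temperature. Detection: fluorescence intensity of OMFP turnover product. Read-out: percent inhibition versus substrate-only and uninhibited controls. Benchmarks: no-enzyme low control, uninhibited high control.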
Rpn11 inh: inhibitors of human proteasome Rpn11 | calls only at 20 µM | O00487 | 360,000 compounds, 0.59% hits | human 26S proteasome, Ub4-pepOG fluorescence polarization; 20S core pre-blocked with epoxomicin | AID 588493;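 active = inhibition at 20 µM, scaled to each plate's controls, above about 33%, limit read from the data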
Starred values were filed as active, the others as inactive; i = inactive; / = no result given.

SMILES	DNMT1 inh	CSN inh	STEP block	Rin1-Abl PPI inh	SUMO1-SIM PPI	Neddyl block	Scp-1 inhibitor	NadD inh	LMPTP inh	Rpn11 inh
CC(C)(C)OC(=O)N(Cc1ccccc1)Cc1cccc(OCc2cccc(NC(=O)C3CC3)c2)c1	-4.8	2.3	1.5	-0.8	-0.8	i	-4.2	-10.0	3.9	i
COC(=O)[C@H]1C[C@@]2(O)CN(S(=O)(=O)c3ccc(C)cc3)C[C@@]2(OC(=O)Nc2cccs2)C[C@H]1C(=O)OC	-0.3	0.5	2.5	-2.2	5.5	i	/	4.2	-1.2	i
Cc1nn(Cc2ccc(Cl)c(Cl)c2)c(C)c1NC(=O)c1cc(-c2ccco2)on1	-17.3	12.2	-1.9	-4.1	0.0	i	2.4	7.3	0.7	i
O=C(CCc1nc2sc3c(c2c(=O)[nH]1)CCCC3)NCCc1ccc(Cl)cc1	17.2	10.0	0.4	-11.5	-5.5	i	/	20.4	0.2	i
CS(=O)(=O)N1CCN(C(=O)c2ccc(-c3ccccc3)cc2)CC1	-2.4	-5.6	2.7	3.2	0.5	i	-9.6	3.6	-1.8	i
Cc1ccc(NC(=S)NCC2CCCO2)cc1 (centres undefined)	2.5	14.0	-2.6	4.7	1.3	i	-2.0	1.8	0.9	i
O=C(c1ccc(NC(=S)Nc2ccc(Cl)c(Cl)c2)cc1)N1CCCC1	-3.8	-3.7	-3.1	-3.6	5.7	i	-10.3	-1.3	-0.2	i
COc1ccc(OC)c(CNC(=O)C2CCN(S(=O)(=O)N3CCCCC3)CC2)c1	-1.6	-2.1	-0.3	-4.5	4.0	i	-3.4	2.3	-0.4	i
Cc1ccc(C)c(N2CCN(C(=O)CCc3nc(-c4ccccc4)no3)CC2)c1	3.1	-3.6	3.3	-2.1	-0.7	i	1.3	0.5	3.3	i
CCC(c1nnnn1CCc1ccccc1)N1CCN(C(=O)c2ccco2)CC1 (centres undefined)	2.0	4.0	-1.0	-0.8	0.2	i	0.5	-1.1	-0.7	i

No new results follow: entries from further up.
SMILES	DNMT1 inh	CSN inh	STEP block	Rin1-Abl PPI inh	SUMO1-SIM PPI	Neddyl block	Scp-1 inhibitor	NadD inh	LMPTP inh	Rpn11 inh
COC(=O)[C@H]1C[C@@]2(O)CN(S(=O)(=O)c3ccc(C)cc3)C[C@@]2(OC(=O)Nc2cccs2)C[C@H]1C(=O)OC	-0.3	0.5	2.5	-2.2	5.5	i	/	4.2	-1.2	i
Cc1nn(Cc2ccc(Cl)c(Cl)c2)c(C)c1NC(=O)c1cc(-c2ccco2)on1	-17.3	12.2	-1.9	-4.1	0.0	i	2.4	7.3	0.7	i
O=C(CCc1nc2sc3c(c2c(=O)[nH]1)CCCC3)NCCc1ccc(Cl)cc1	17.2	10.0	0.4	-11.5	-5.5	i	/	20.4	0.2	i
CS(=O)(=O)N1CCN(C(=O)c2ccc(-c3ccccc3)cc2)CC1	-2.4	-5.6	2.7	3.2	0.5	i	-9.6	3.6	-1.8	i
Cc1ccc(NC(=S)NCC2CCCO2)cc1 (centres undefined)	2.5	14.0	-2.6	4.7	1.3	i	-2.0	1.8	0.9	i
O=C(c1ccc(NC(=S)Nc2ccc(Cl)c(Cl)c2)cc1)N1CCCC1	-3.8	-3.7	-3.1	-3.6	5.7	i	-10.3	-1.3	-0.2	i
COc1ccc(OC)c(CNC(=O)C2CCN(S(=O)(=O)N3CCCCC3)CC2)c1	-1.6	-2.1	-0.3	-4.5	4.0	i	-3.4	2.3	-0.4	i
Cc1ccc(C)c(N2CCN(C(=O)CCc3nc(-c4ccccc4)no3)CC2)c1	3.1	-3.6	3.3	-2.1	-0.7	i	1.3	0.5	3.3	i

(further entries)
SMILES	DNMT1 inh	CSN inh	STEP block	Rin1-Abl PPI inh	SUMO1-SIM PPI	Neddyl block	Scp-1 inhibitor	NadD inh	LMPTP inh	Rpn11 inh
COc1ccc(NC(=S)N2CCCN(Cc3cccc(Cl)c3)C2)cc1	-1.1	-1.9	4.8	-4.2	3.5	i	-1.8	2.3	-2.2	i
CC(=O)c1cccc(NC(=O)CN2CCN(S(=O)(=O)/C=C/c3ccccc3)CC2)c1	-14.0	-9.3	4.0	-0.7	-0.3	i	-4.9	4.1	-0.5	i
CNC(=S)Nc1ccc(OCc2ccccc2)cc1	-1.5	3.5	2.9	0.8	0.3	i	2.0	3.0	0.5	i
Cc1cc(C)c(NC(=S)N(CCc2ccncc2)C(C)C)c(C)c1	-0.7	0.3	17.2	-3.7	9.3	i	61.0*	-5.5	-3.9	i
CCOC(=O)C/C(C)=N/NC(=O)C1CC1(c1ccccc1)c1ccccc1 (centres undefined)	-14.2	2.2	0.6	-0.8	-3.5	i	-9.8	-2.0	0.6	i
CC[C@]12c3[nH]c4cc(-c5ccco5)ccc4c3CCN1C(=O)[C@@H](CC(=O)NCCc1ccccn1)C[C@@H]2C(=O)N1CCN(C(=O)C2CC2)CC1	3.4	5.7	0.8	-4.1	-3.7	/	-1.3	9.4	5.2	i
O=C(O)CSc1cc(C(=O)c2ccccc2O)cn2c(=O)c3c(-c4ccccc4)csc3nc12	58.9*	9.6	4.6	1.5	17.4	i	17.6	38.0*	16.4	i
CCOc1ccc(N(CC(=O)Nc2ccc(CC)cc2)S(=O)(=O)c2c(C)[nH]c(=O)[nH]c2=O)cc1	-2.1	4.7	3.9	1.4	3.5	i	-7.9	5.1	-0.8	i
Cc1ccc2c(c1)CCCN2C(=O)c1ccco1	1.9	2.6	0.3	2.9	-3.9	i	-6.5	-1.8	-0.5	i
CCOc1ccc(C2C(C(=O)Nc3ccc(F)cc3)=C(C)Nc3nc(CCCO)nn32)cc1 (centres undefined)	-1.9	-1.2	-3.3	-2.2	1.8	i	3.4	-0.8	0.2	i
Cc1c(NS(=O)(=O)c2cccc3nsnc23)c(=O)n(-c2ccccc2)n1C	-3.9	-9.6	2.5	-2.0	-20.0	i	-0.2	-3.3	-0.3	i
OCCN1CCN(c2nnc(-c3ccccc3)c3ccccc23)CC1	1.1	-1.1	-0.3	1.1	-0.8	i	-6.5	-0.8	-0.5	i
O=C1c2ccccc2CN1CCNS(=O)(=O)c1ccc(Cl)cc1	-0.1	4.5	1.7	-1.7	-1.8	i	-11.9	6.7	0.0	i
CC(C)Cn1c(=O)c(C(=O)Nc2ccccc2S(N)(=O)=O)c(O)c2ccccc21	-4.6	-3.0	2.1	-5.6	-3.9	i	-5.6	32.8*	2.9	i
C#CCOCCOCCOCCNc1nc(N2CCN(C(=O)[C@H](CO)n3cc([C@@H](N)C(C)C)nn3)CC2)nc(N2CCN(C(=O)[C@H](CO)n3cc([C@@H](N)C(C)C)nn3)CC2)n1	8.9	0.5	-2.5	0.4	-16.5	i	-3.6	-1.4	-2.9	i
CC1=NN(c2ccccc2C)C(=O)C1	-7.1	1.9	3.6	3.0	2.5	i	-5.0	0.2	4.0	i
Cc1ccc(NC(=O)c2ccc3nc[nH]c3c2)c(O)c1	-2.6	-10.4	2.4	-0.1	0.1	i	-14.4	1.5	-0.7	i
O=C(O)CC(CCc1ccccc1)OC1OC(CO)C(O)C(O)C1O (centres undefined)	15.4	17.4	0.3	30.2*	4.5	i	23.0	12.4	40.9	i
CCOC(=O)Nc1ccc(S(=O)(=O)NCc2ccccc2)cc1	-3.5	-1.5	-1.7	0.3	-6.0	i	-3.0	0.5	-2.4	i
Cc1ccccc1CN1CCC(CNC(=O)Nc2ccc(F)cc2F)CC1	-6.4	3.6	-1.5	1.4	-0.8	i	10.4	-2.7	-0.1	i
NC(=O)c1cc(C(=O)Cc2ccc(Cl)cc2)c[nH]1	2.8	5.8	-2.5	-0.7	23.5	i	-15.4	-5.2	-1.9	i
Cc1ccc(C(=O)NC2c3ccccc3-c3ccccc32)cc1	8.8	-2.5	-2.1	-3.5	-2.9	i	-8.3	6.0	-1.0	i
Cc1csc(NC(=O)CSc2nnc3c4ccccc4nc(C(C)(C)C)n23)n1	-3.9	15.0	-2.1	-0.2	2.3	i	-4.6	-9.6	2.5	i
COC(=O)c1ccc(OC(=O)c2cnccn2)cc1	2.5	5.6	-2.2	2.5	-1.7	i	3.7	-6.1	-1.0	i
COc1ccc(OCc2nnc(SCC(=O)NCC3CCCO3)n2N)cc1 (centres undefined)	-1.3	5.3	12.9	2.4	7.9	i	7.3	-3.6	-0.9	i
CC(C)c1ccc(N(CC(=O)NCCSCc2ccco2)S(C)(=O)=O)cc1	-2.3	-3.2	0.3	1.4	3.3	i	-8.0	-0.7	0.0	i
COc1cccc(C=NNC(=O)c2ccncc2)c1O	-1.7	1.4	-0.1	-3.4	-5.9	i	-12.4	1.6	-0.3	i
CCOC(=O)c1oc2c(c1C)/C(=N/O)CCC2	-1.3	2.6	1.4	1.1	1.5	i	3.2	10.4	-0.2	i
CC(C)=C1C2CCC1C(C(=O)NCCc1ccccc1)C2C(=O)O (centres undefined)	4.4	-5.7	-1.0	-2.0	-1.0	i	-2.0	-1.8	0.2	i
O=C(Nc1ccc2c(c1)OCCO2)C(c1ccnc2ccccc12)N1CCC(Cc2ccccc2)CC1 (centres undefined)	-19.8	3.9	1.1	2.8	-5.0	i	/	26.6	8.2	i
CSc1ncc(Cl)c(C(=O)Nc2ccccc2[N+](=O)[O-])n1	-1.9	0.4	1.3	0.2	2.7	i	-1.8	-2.7	-0.2	i
O=C(NCC1CCCO1)c1ccccc1NS(=O)(=O)c1cc([N+](=O)[O-])ccc1Cl (centres undefined)	6.3	-4.4	-1.4	-1.5	-25.6	i	-2.8	7.4	-0.1	i
COc1cc(OC)c(C2C(C#N)=C(N)Oc3cc(C)n(CCCN4CCOCC4)c(=O)c32)cc1OC (centres undefined)	6.1	-0.6	0.5	3.0	0.6	i	2.5	7.3	-2.6	i
CCS(=O)(=O)N1Cc2ccccc2CC1C(=O)Nc1ccc(F)cc1 (centres undefined)	-4.0	2.3	-5.8	1.2	-5.5	i	-6.8	-0.4	-0.2	i
COc1ccc(C(=O)Nc2cccc3nc(C)ccc23)c(OC)c1	-3.0	-10.3	0.6	-0.1	-1.1	i	-3.9	-1.2	0.4	i
O=C(CN1C(=O)CSC1=O)Nc1ccccc1N1CCOCC1	-0.1	-3.1	-0.3	0.9	2.6	i	-7.2	-1.9	-2.1	i
CCCc1cc(=O)n2[nH]c(C)c(-c3ccccc3OC)c2n1	2.2	0.1	-1.0	-3.2	6.4	i	/	1.9	-0.6	i
Clc1ccc(COc2ccccc2-c2ccnc3ncnn23)cc1	0.4	-3.4	2.8	3.1	1.1	/	-3.0	0.7	0.0	i
COc1cccc(CN(C)C(=O)C2CSC3(C)CCC(=O)N23)c1OC (centres undefined)	3.1	-7.0	2.7	-0.1	-0.3	i	-4.6	-0.2	-1.9	i
CN(C(=O)CSc1nnc(COc2ccccc2F)n1N)C1CCS(=O)(=O)C1 (centres undefined)	1.8	-0.1	0.4	5.3	7.9	i	-2.8	-2.0	-0.6	i

Source: PubChem (several laboratories)
